PP1 counter = counter-screen for PP5 inhibitors: inhibitors of human PP1-alpha | P62136 | purified PP1alpha, OMFP fluorescence | inhibition, % at 6.7 µM | hit rate 0.9% among 320,000;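 active = inhibition above the mean inhibition of all tested compounds plus 3 SD, computed separately for each screening campaign, cut at about 15% in these data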
Target sequence (P62136 whole entry, looked up): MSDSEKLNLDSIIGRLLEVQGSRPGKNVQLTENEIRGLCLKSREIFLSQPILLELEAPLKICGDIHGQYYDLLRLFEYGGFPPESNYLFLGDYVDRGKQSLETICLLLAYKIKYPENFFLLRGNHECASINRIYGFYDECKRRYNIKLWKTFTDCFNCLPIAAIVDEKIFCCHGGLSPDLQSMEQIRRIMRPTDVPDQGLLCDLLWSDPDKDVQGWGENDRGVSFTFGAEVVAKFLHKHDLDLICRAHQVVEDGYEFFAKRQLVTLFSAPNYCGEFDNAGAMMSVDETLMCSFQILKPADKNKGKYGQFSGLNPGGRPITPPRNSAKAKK
PAFAH2 inh = inhibitors of human PAFAH2; Q99487; recombinant PAFAH2, FP-rhodamine activity probe, fluorescence polarization; inhibition, % at 3.39 µM; hit rate 0.99% among 340,000; AID 492956;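 active = inhibition above the mean over all tested compounds plus 3 SD, cut at about 30% in these data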;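 note: inhibitors block probe labeling of enzyme so polarization drops; 0% = enzyme with DMSO and 100% = wells lacking PAFAH2 protein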
TPT1 inh = blocks Candida albicans tRNA 2'-phosphotransferase. inhibition, % at 5 µM. AID 1962. recombinant caTPT1, FP RNA substrate dephosphorylation. hit rate 0.81% among 300,000;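 active = inhibition above the mean of all tested compounds plus 3 SD, set per screening campaign, cut at about 24% in these data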;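 note: plate controls were DMSO alone for no effect and ferristatin control at 100 nM for full effect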
proCasp3 act = activators of human procaspase-3. P42574. recombinant procaspase-3 D3A, Ac-DEVD-pNA absorbance 405 nm. activation, % at 8.5 µM. hit rate 0.11% among 330,000;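 active = activation above the mean of all tested compounds plus 3 SD, cut at about 21% in these data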;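 note: 0% = DMSO alone and 100% = DMSO wells spiked with extra 5 µM PC-3 D3A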
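Compound: 8.5 µM single point, 0.8% DMSO / Material: Autoprocessing-dead procaspase-3 D3A mutant enzyme / Timing: 1 h preincubation plus 2 h reaction at 25 °C / Medium: Zinc-free HEPES/NaCl buffer with 0.01% Triton X-100 at pH 7.4 / Technique: 405 nm absorbance of p-nitroaniline, reads at 0 and 120 min / Repeats: one well per compound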
Fh CTSL1 inh = cathepsin L1 inhibition, PFM18AAP counter-screen | recombinant F. hepatica cathepsin L1, Z-Leu-Arg-MCA fluorescence | inhibition, % at 5.96 µM | hit rate 0.49% among 300,000;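 active = inhibition above the mean of all tested compounds plus 3 SD, set per screening campaign, cut at about 17% in these data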;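 note: 0% = plate median of test compound wells and 100% = 1 µM Z-Phe-Ala-diazomethylketone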
PP5 inh = blocks human protein phosphatase 5 activity. inhibition, % at 6.7 µM. purified PP5c, OMFP substrate fluorescence. hit rate 0.18% among 320,000. P53041;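 active = inhibition above the campaign's mean inhibition across all tested compounds plus 3 SD, cut at about 9.5% in these data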;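 note: 0% = DMSO only and 100% = 100 µM cantharidin control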
Target sequence (P53041 whole entry, looked up): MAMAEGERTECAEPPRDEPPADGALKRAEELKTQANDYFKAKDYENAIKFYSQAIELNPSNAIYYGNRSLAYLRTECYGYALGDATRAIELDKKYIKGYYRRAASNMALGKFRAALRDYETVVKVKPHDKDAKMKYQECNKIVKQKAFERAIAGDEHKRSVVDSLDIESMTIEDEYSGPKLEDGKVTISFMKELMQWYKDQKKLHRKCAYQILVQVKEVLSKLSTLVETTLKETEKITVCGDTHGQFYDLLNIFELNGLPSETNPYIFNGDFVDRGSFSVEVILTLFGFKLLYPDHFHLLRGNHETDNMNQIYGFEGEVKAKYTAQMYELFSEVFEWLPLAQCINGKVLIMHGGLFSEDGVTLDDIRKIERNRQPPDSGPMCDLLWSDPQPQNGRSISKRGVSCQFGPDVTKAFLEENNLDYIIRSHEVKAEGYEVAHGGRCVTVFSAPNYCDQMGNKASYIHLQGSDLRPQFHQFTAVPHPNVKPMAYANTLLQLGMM
procasp7 counter = counter-screen for procaspase-3 activators: activators of human procaspase-7. P55210. recombinant procaspase-7, Ac-DEVD-pNA absorbance 405 nm; D23A/D198A/D206A triple mutant, cannot self-cleave; scale: DMSO 0, 5 µM enzyme 100. activation, % at 8.5 µM. hit rate 0.093% among 330,000;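 active = percent activation above the screen-wide mean plus 3 SD, cut at about 25% in these data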
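Test system: Procaspase-7 triple mutant (PC-7 D3A). Also added: Ac-DEVD-pNA substrate, 400 µM as added. Schedule: 1 h enzyme–compound preincubation and 2 h substrate reaction, both 25 °C. Signal: p-Nitroaniline absorbance at 405 nm, read at 0 and 120 min. Control set: low DMSO alone, high DMSO plus 5 µM PC-7.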
HCV core dimer = HCV core protein dimerization inhibition; TR-FRET GST/Flag-core106 dimerization, 1536-well; inhibition, % at 5 µM; hit rate 0.33% among 300,000;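 active = inhibition above the mean of all tested compounds plus 3 SD, set per screening campaign, cut at about 45% in these data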
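Material: Tagged HCV core106 pair (GST and Flag) | Amount: GST-core106 13.5 nM, Flag-core106 17 nM | Medium: KF-containing HEPES buffer, pH 7.45, DTT, CHAPS, BSA | Reagent: Eu donor and XL665 acceptor anti-tag antibodies | Schedule: 4 h at 22.5 °C | Technique: Time-resolved FRET, ex 340 nm, em 617 and 671 nm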
AHR activator = activators of human aryl hydrocarbon receptor; activation, % at 5 µM; hit rate 2.5% among 320,000; AHR-responsive luciferase reporter cells, luminescence; AID 2796; P35869; in the data active = activation above about 47%;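 note: 0% = vehicle wells and 100% = reference agonist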
An asterisk follows results filed as active; / = not tested or not shown.

[1] O=C(Nc1ccc2oc(=O)ccc2c1)c1cc([N+](=O)[O-])ccc1N1CCOCC1
[2] COc1ccc(NC(=O)COC(=O)C2CC(=O)N(Cc3ccc(C)cc3)C2)cc1 (configuration not stated)
[3] COc1ccc(/C=C/c2ccc(=O)n(Cc3ccccc3)n2)cc1
[4] CSCCC(NC(=O)COc1ccccc1)C(=O)Nc1ccc(C)cc1 (configuration not stated)
[5] COc1ccc(-c2csc(NC(=O)CSCC(=O)Nc3cc(C)on3)n2)cc1
[6] CC(C)CC(=O)Nc1ccc([N+](=O)[O-])cc1Cl
[7] CCC(=O)Nc1nc2ccccc2n1Cc1ccccc1C
[8] COc1cc(/C=C2\SC(N)=NC2=O)ccc1OCC(=O)Nc1ccc(C)cc1

Screen / compound no.,1,2,3,4,5,6,7,8
PP1 counter,-3,-5,10,-1,-4,8,-1,21*
PAFAH2 inh,3,-4,2,5,-3,-2,3,4
TPT1 inh,-6,2,-2,-2,/,1,0,2
proCasp3 act,0,3,3,-9,5,-7,-14,-4
Fh CTSL1 inh,3,-18,0,-2,/,2,-3,1
PP5 inh,2.2,3.0,3.9,0.2,1.1,2.9,-0.5,0.8
procasp7 counter,-8,6,13,-1,7,4,1,7
HCV core dimer,1,10,12,-1,/,2,0,-1
AHR activator,4,-2,10,4,0,-1,2,21

[9] O=S(=O)(NC(=NC1CCCC1)C(F)(F)F)c1ccccc1
[10] N#C/C(=C/c1ccc(Br)o1)C(N)=O
[11] O=C(CN(Cc1ccccc1)S(=O)(=O)c1ccc2c(c1)OCCO2)N/N=C/c1cccc(Br)c1
[12] NCCCC[C@H](N)c1nnc([C@H](CC(=O)O)NC(=O)C2CCNCC2)o1
[13] Cc1cccc(/C=C/C(=O)c2ccc([N+](=O)[O-])o2)c1
[14] COc1cc(/C=N/N=C(/C(=O)c2ccccc2)c2ccccc2)cc(OC)c1O
[15] COc1ccc(C(=O)CC(=O)C(=O)Nc2ccc(OC)c(Cl)c2)cc1
[16] N#Cc1c(-c2ccccc2)nc(-c2cccnc2)[nH]c1=O

Screen / compound no.,9,10,11,12,13,14,15,16
PP1 counter,0,-2,4,4,3,1,6,-6
PAFAH2 inh,-3,1,-18,0,2,1,-5,1
TPT1 inh,-2,-3,0,-2,2,-3,-4,-2
proCasp3 act,-4,-1,-1,-4,-7,-8,-8,10
Fh CTSL1 inh,-5,6,1,3,0,4,-3,-3
PP5 inh,2.5,0.0,5.0,4.0,-1.0,2.9,4.3,1.3
procasp7 counter,6,-9,-8,-8,-9,0,-7,1
HCV core dimer,4,2,8,-9,-10,5,0,0
AHR activator,1,5,1,-1,1,3,1,3

[17] COc1cccc(-c2nnn(C/C(N)=N/O)n2)c1
[18] Cc1ccc(NC(=O)CCC(=O)OCC(=O)c2ccc(Oc3ccc([N+](=O)[O-])cc3)cc2)cc1C
[19] Cc1cc(Cl)c(S(N)(=O)=O)cc1OCC(=O)NC1CCCCC1
[20] CCOC(=O)c1[nH]c(C)c(C(=O)N(C)Cc2ccccc2)c1C
[21] COc1ccc(C(C(=O)NC2CCCC2)N(C(=O)c2ccco2)c2ccc(OC)c(OC)c2)cc1 (configuration not stated)
[22] Cc1cc(C)c(S(=O)(=O)N2CCN(C(=O)C3COc4ccccc4O3)CC2)c(C)c1 (configuration not stated)
[23] COc1ccc2c(c1)c(=O)oc1c(C)c(OCc3cc(C(=O)O)oc3C)ccc12
[24] CC1CN(S(=O)(=O)c2cccc(C(=O)OCc3cc(=O)oc4cc(O)ccc34)c2)CC(C)O1 (configuration not stated)

Screen / compound no.,17,18,19,20,21,22,23,24
PP1 counter,1,-1,-1,-1,-2,3,3,1
PAFAH2 inh,-7,-3,4,-7,-4,-1,2,-2
TPT1 inh,0,-1,-1,2,4,/,-4,-4
proCasp3 act,3,-18,-2,-6,0,12,-4,4
Fh CTSL1 inh,-2,-20,-1,1,2,/,2,5
PP5 inh,1.2,3.8,0.3,0.3,-0.8,2.8,1.1,2.2
procasp7 counter,4,-2,1,-11,6,14,5,-4
HCV core dimer,-14,0,2,1,3,/,13,23
AHR activator,4,-2,0,-1,0,-1,1,0

[25] O=C(c1cc(-c2ccccc2)nn1-c1ccccc1)N1CCN(S(=O)(=O)c2c(F)cccc2F)CC1
[26] Cc1nc2cc(S(=O)(=O)N(C)C)ccc2n1-c1ccccc1
[27] C=CCn1c(=O)c2ccccc2n2c(SCc3cc(=O)n4ccsc4n3)nnc12
[28] COCCCNC(=O)C(=O)NCCCOC(C)C
[29] C=CCn1c(SCc2ccc(C(=O)Nc3ccccc3)cc2)nnc1-c1ccccc1
[30] N=c1sccn1CC(=O)Nc1ccc(S(N)(=O)=O)cc1
[31] COc1cccc(-n2cnc3cccc(N)c32)c1
[32] C/C(CCc1ccc2c(c1)OCO2)=N\N=C1\NC(=O)CC(C(=O)Nc2ccc(Cl)cc2)S1 (configuration not stated)

Screen / compound no.,25,26,27,28,29,30,31,32
PP1 counter,-4,-3,4,-2,0,0,-3,-5
PAFAH2 inh,5,2,3,11,-7,13,-4,-2
TPT1 inh,2,2,-1,2,-1,4,1,-4
proCasp3 act,5,4,-1,12,3,-2,-2,-2
Fh CTSL1 inh,1,-1,1,2,-3,4,6,1
PP5 inh,1.0,1.1,0.8,-0.4,1.1,1.1,-0.9,1.1
procasp7 counter,9,-12,19,11,11,-2,-6,6
HCV core dimer,15,1,-4,-2,8,0,-10,1
AHR activator,2,1,4,0,-4,2,7,2

6 neighbouring entries out of the list so far:
[26] Cc1nc2cc(S(=O)(=O)N(C)C)ccc2n1-c1ccccc1
[27] C=CCn1c(=O)c2ccccc2n2c(SCc3cc(=O)n4ccsc4n3)nnc12
[28] COCCCNC(=O)C(=O)NCCCOC(C)C
[29] C=CCn1c(SCc2ccc(C(=O)Nc3ccccc3)cc2)nnc1-c1ccccc1
[30] N=c1sccn1CC(=O)Nc1ccc(S(N)(=O)=O)cc1
[31] COc1cccc(-n2cnc3cccc(N)c32)c1

Screen / compound no.,26,27,28,29,30,31
PP1 counter,-3,4,-2,0,0,-3
PAFAH2 inh,2,3,11,-7,13,-4
TPT1 inh,2,-1,2,-1,4,1
proCasp3 act,4,-1,12,3,-2,-2
Fh CTSL1 inh,-1,1,2,-3,4,6
PP5 inh,1.1,0.8,-0.4,1.1,1.1,-0.9
procasp7 counter,-12,19,11,11,-2,-6
HCV core dimer,1,-4,-2,8,0,-10
AHR activator,1,4,0,-4,2,7

Further results
[33] COc1ccc2cc(C#N)c(SCC(=O)N3CC(=O)Nc4ccccc43)nc2c1
[34] S=C(NCc1ccco1)N1CCN(C(c2ccccc2)c2ccccc2)CC1
[35] COc1ccc(C(=O)NC2CCSC2=O)cc1 (configuration not stated)
[36] CN(C)CCCN(C(=O)c1cccs1)c1nc2cc3c(cc2s1)OCO3
[37] COC(C/C=C/[C@@H](O)[C@H](C)OCc1ccccc1)OC
[38] CC(=O)Nc1ccc(OCCOc2ccc([N+](=O)[O-])cc2)cc1
[39] CCCn1c(SCC(=O)Nc2ccc(OC)cc2[N+](=O)[O-])n[nH]c1=O
[40] Cc1c(C(c2ccc(Br)cc2)c2c(C)n(C)n(-c3ccccc3)c2=O)c(=O)n(-c2ccccc2)n1C

Screen / compound no.,33,34,35,36,37,38,39,40
PP1 counter,0,0,0,-1,-4,14,-4,-9
PAFAH2 inh,-5,-2,-4,10,-4,0,6,37*
TPT1 inh,3,2,-2,0,-3,0,0,-1
proCasp3 act,6,1,-5,11,11,4,-2,1
Fh CTSL1 inh,0,-1,1,0,-1,1,1,7
PP5 inh,-0.2,0.1,-1.8,1.7,-0.5,-1.1,0.5,-8.4
procasp7 counter,-9,7,4,2,1,11,4,0
HCV core dimer,-2,2,-3,-3,8,-2,-1,3
AHR activator,5,-1,-2,-3,-1,10,3,2

[41] Cc1ccccc1-c1nnc(SCc2ccccc2F)o1
[42] O=C(N/C(=C/c1cccc(Br)c1)c1nc(=S)[nH][nH]1)c1ccccc1
[43] COc1ccc(-c2cc3ccc(O)cc3oc2=O)cc1
[44] CN(C)/C=C/C(=O)c1cccc(Oc2ncccn2)c1
[45] O=C1CN(C(=O)COC(=O)c2cccc(OCc3ccccc3)c2)c2ccccc2N1
[46] O=C(c1cccc(S(=O)(=O)N2CCCCCC2)c1)N1CCN(c2ccccc2)CC1
[47] Cc1[nH]c2ccccc2c1C(=O)CSc1nc2ccccc2c(=O)n1-c1ccccc1F
[48] O=C(NCc1ccncc1)Nc1cccc([N+](=O)[O-])c1
[49] NC(=S)N/N=C/c1ccc(C23CC4CC(CC(C4)C2)C3)cc1
[50] CC(C)(C)n1nc2c(c1NC(=O)c1ccccc1)CS(=O)(=O)C2
[51] CCC1=NN(C(=O)Cc2ccc([N+](=O)[O-])cc2)C(O)(c2ccc(Br)cc2)C1 (configuration not stated)

Screen / compound no.,41,42,43,44,45,46,47,48,49,50,51
PP1 counter,2,4,1,-4,11,1,0,0,6,-5,3
PAFAH2 inh,2,7,-1,0,0,7,/,1,/,6,-3
TPT1 inh,4,-3,-2,-2,0,-3,2,-1,1,-1,-3
proCasp3 act,2,-13,22*,-2,9,12,0,6,5,2,7
Fh CTSL1 inh,1,5,1,4,0,-2,-3,-3,-2,8,2
PP5 inh,0.5,2.7,1.4,-1.2,6.7,-0.3,-0.8,-3.4,4.0,1.4,1.5
procasp7 counter,0,-19,18,2,-3,-1,-6,-5,-8,1,5
HCV core dimer,-6,-5,-6,4,2,9,1,-6,15,-1,-5
AHR activator,-4,24,0,0,23,0,3,37,-4,8,1
